PfHsp40 yeast: restores yeast growth despite PfHsp40 toxicity; S. cerevisiae expressing PfHsp40, growth rescue, ATP luminescence; growth rescue, % at 12.5 µM; 340,000 compounds, 0.68% hits; in the data active = growth rescue above about 28%, passing the limit was not always enough; inconclusive = no clear call, values can overlap the other calls;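 note: yeast W303a lacking pdr1 and pdr3 grown in galactose medium; growth measured after three days at 30 °C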
3CLpro inhibitor: SARS-CoV 3CLpro protease inhibition; 290,000 compounds, 0.14% hits; inhibition, % at 6 µM; AID 1706; P0C6X7; recombinant SARS-CoV 3CLpro, quenched FRET peptide cleavage; in the data active = inhibition above about 12%
Yp Topo-I inh: inhibitors of Yersinia pestis topoisomerase I | Y. pestis Topo-I cleavage product accumulation, plate reader | activity, % at 10 µM | 360,000 compounds, 0.064% hits; in the data active = activity above about 50%, passing the limit was not always enough; inconclusive = no clear call, values can overlap the other calls; note: inactives centre near 2
PriA SSB inh: inhibitors of Klebsiella pneumoniae PriA binding to SSB C-terminal tail; 430,000 compounds, 0.6% hits; AlphaScreen SSBct-PriA binding, biotinylated peptide; inhibition, % at 33 µM; AID 1272365; in the data active = inhibition mostly above about 37%, no sharp cut-off; inactive = mostly below about 20%;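 note: plate controls were negative control peptide for no effect and reference peptide for full effect; strong numbers were not always called active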
TcdB GH inh: TcdB glycohydrolase inhibition | P18177 | TcdB glycohydrolase enzymatic assay, plate reader | inhibition, % at 9.99 µM | 350,000 compounds, 0.24% hits; in the data active = inhibition above about 10%
BoNT A protease: blocks Botulinum neurotoxin A light chain protease; multiplex microsphere protease substrate cleavage, flow cytometry; inhibition, % at 10 µM; 360,000 compounds, 0.17% hits; note: plate controls were buffer without enzyme for full effect and enzyme alone for no effect
CCHFV vOTU inh: blocks the CCHF virus ovarian tumor domain protease; CCHFV vOTU protease, Pep-AMC fluorescence; inhibition, % at 11.5 µM; 370,000 compounds, 0.55% hits; AID 651958; in the data active = inhibition above about 30%; note: 0% = vehicle wells with enzyme and 100% = no enzyme wells
Anthrax LF inh2: blocks Bacillus anthracis lethal factor protease; P15917; inhibition, % at 10 µM; multiplex microsphere protease cleavage assay, LF; 360,000 compounds, 0.12% hits; note: plate controls were buffer without enzyme for full effect and enzyme alone for no effect
Vc quorum ag: inducers of Vibrio cholerae quorum light production without autoinducers; V. cholerae BH1578 lux reporter, luminescence, 6 h; activation, % at 18.7 µM; 350,000 compounds, 0.16% hits; AID 588436; in the data active = activation mostly above about 9.7%, no sharp cut-off; inconclusive = no clear call, values can overlap the other calls; inactive = mostly below about 3.7%; note: not every result past the cut was called active; inactives centre near 0; reference of the scale not given here
VHR inh abs: inhibitors of human VHR1 phosphatase (DUSP3). recombinant VHR phosphatase, pNPP absorbance. inhibition, % at 13.3 µM. 290,000 compounds, 0.52% hits. AID 1654; in the data active = inhibition above about 50%; note: some compounds called inactive have numbers as strong as hits
* hit, by the source's call; i = inactive; ? = inconclusive; . = no result given. Cut-off read from the data, not from the text of the source, unless noted: active = inhibition above about 30%; inconclusive = no clear call, values can overlap the other calls; inactive = below that. This is a subset, so the mix of outcomes need not match the whole.

SMILES	PfHsp40 yeast	3CLpro inhibitor	Yp Topo-I inh	PriA SSB inh	TcdB GH inh	BoNT A protease	CCHFV vOTU inh	Anthrax LF inh2	Vc quorum ag	VHR inh abs
NC(N)=NC(=O)c1nc(Cl)c(N2CCCCCC2)nc1N	-2.2	.	11.8	4.9	1.3	-0.3	-0.7	0.7	-0.7	.
COc1ccc(CN2C(=O)[C@@H]3C(c4ccc(F)cc4)=NO[C@@H]3C2=O)cc1	-0.7	2.3	-0.4	-19.8	.	1.9	16.4	4.0	-0.9	-0.6
COC(=O)C(C)Oc1ccc2c(c1)O/C(=C\c1ccco1)C2=O (stereo unspecified)	-2.6	-1.1	-11.0	-7.1	-0.5	2.6	-3.9	-0.3	0.8	-11.0
CN(C)c1nnnn1-c1ccc(Oc2ccccc2)cc1	-1.0	2.2	-1.9	-0.9	0.0	0.1	-12.6	0.2	-0.1	8.6
Nc1c(C=C2C=CC(=O)C=C2)c(=O)nc2snc(SCc3ccccc3)n12	0.3	2.4	0.0	-5.7	-0.9	-3.7	9.2	-9.5	i	-2.7
COC(=O)c1ccccc1NC(=S)N(Cc1ccc2c(c1)OCO2)Cc1cc2cc(C)ccc2[nH]c1=O	1.6	-2.3	18.3	1.2	1.1	0.2	-12.0	0.7	-0.9	7.4
COc1cc(OC)c(-c2nc3cnccc3n2C)cc1OC	1.8	-0.1	2.0	-25.1	.	?	-0.6	-0.8	i	-4.0
COc1ccccc1N1CCN(C(=O)c2cc3c(=O)n4ccccc4nc3s2)CC1	1.6	.	3.5	0.1	-0.2	.	-15.7	.	i	.
O=C(c1cccs1)N1CCn2c1nc1ccccc12	-0.7	-3.7	-1.5	-14.9	.	-0.7	3.5	1.3	i	8.4
CCN(CC)S(=O)(=O)c1cc(NC(=O)COC(=O)CCC(=O)c2ccc(F)cc2)ccc1C	1.4	4.9	4.4	-7.6	.	-0.4	18.8	0.1	-0.2	-1.8

Record cards (already shown). Screens in order: PfHsp40 yeast	3CLpro inhibitor	Yp Topo-I inh	PriA SSB inh	TcdB GH inh	BoNT A protease	CCHFV vOTU inh	Anthrax LF inh2	Vc quorum ag	VHR inh abs
NC(N)=NC(=O)c1nc(Cl)c(N2CCCCCC2)nc1N is listed with -2.2	.	11.8	4.9	1.3	-0.3	-0.7	0.7	-0.7	.
COC(=O)c1ccccc1NC(=S)N(Cc1ccc2c(c1)OCO2)Cc1cc2cc(C)ccc2[nH]c1=O is listed with 1.6	-2.3	18.3	1.2	1.1	0.2	-12.0	0.7	-0.9	7.4

Reformatted with bars between the fields: 2 of the compounds above
SMILES | PfHsp40 yeast | 3CLpro inhibitor | Yp Topo-I inh | PriA SSB inh | TcdB GH inh | BoNT A protease | CCHFV vOTU inh | Anthrax LF inh2 | Vc quorum ag | VHR inh abs
COc1cc(OC)c(-c2nc3cnccc3n2C)cc1OC | 1.8 | -0.1 | 2.0 | -25.1 | . | ? | -0.6 | -0.8 | i | -4.0
O=C(c1cccs1)N1CCn2c1nc1ccccc12 | -0.7 | -3.7 | -1.5 | -14.9 | . | -0.7 | 3.5 | 1.3 | i | 8.4

The list goes on.
SMILES	PfHsp40 yeast	3CLpro inhibitor	Yp Topo-I inh	PriA SSB inh	TcdB GH inh	BoNT A protease	CCHFV vOTU inh	Anthrax LF inh2	Vc quorum ag	VHR inh abs
Nc1c(Br)cc(Br)c2c1C(=O)c1c(cccc1S(=O)(=O)O)C2=O	-0.9	.	-3.0	19.0	0.5	0.5	22.2	-3.6	-7.1	.
O=C(COC(=O)c1ccc(S(=O)(=O)NCc2ccco2)cc1)Nc1ncc(Cl)cc1Cl	-0.2	-3.0	13.1	-2.2	.	-0.1	-0.3	-0.9	i	-1.5
Cc1ccc(-n2c(C)nc3oc4ccccc4c(=O)c3c2=O)cc1	-0.5	-0.2	-2.6	-11.6	.	0.2	15.6	-5.6	-4.0	14.1
CC1CCCCC1NS(=O)(=O)CCNC(=O)c1ccc2c(c1)OCO2 (stereo unspecified)	-0.5	.	1.2	2.3	1.1	2.7	-0.5	1.5	1.4	.
COc1ccc(C2C(C(=O)N3CCOCC3)CCC(=O)N2c2ccc(OC)cc2)cc1 (stereo unspecified)	-0.3	-4.1	-8.5	-16.4	.	0.2	4.5	3.1	-0.2	16.5
COc1ccc(N2CCN(C(=O)CCc3ccccc3)CC2)cc1	-0.4	-0.2	-5.6	-11.9	1.8	1.1	-9.2	-9.1	0.8	10.0
CCOC(=O)N1CCN(C(=O)c2ccc3nc(C)sc3c2)CC1	-1.5	0.9	-4.6	-0.9	.	-1.1	4.7	1.0	i	3.5
CC(C)CN(CC(C)C)S(=O)(=O)c1cc([N+](=O)[O-])ccc1N1CCCCCC1	0.5	-2.9	-1.2	-7.4	.	2.7	9.4	-3.9	1.7	35.6
CCCNC(=O)Cn1cnc2sc(C(=O)Nc3cc(OC)c(OC)c(OC)c3)c(C)c2c1=O	-0.6	0.9	2.3	-5.0	1.5	?	.	0.8	-0.2	11.6
CCOc1ccccc1NC(=O)c1ccc(CN2CCc3ccccc3C2)cc1	-0.4	-0.1	4.2	-12.2	0.6	-8.7	4.6	9.0	-0.4	7.9
O=C(CN1c2cccc3cccc(c23)S1(=O)=O)N1CCOCC1	-0.4	1.7	12.3	-13.6	.	-0.6	-21.0	3.3	-0.3	27.4
CCSc1nc2c([nH]c3ccccc32)c(=O)n1C	-0.8	-4.2	-0.6	-1.0	-0.1	-0.9	5.9	0.1	-0.3	-3.7
O=C1NC[C@H](Cc2ccccc2)N(C[C@H]2CCCN2C[C@H](Cc2ccc(O)cc2)N2C[C@H](Cc3ccc(O)cc3)N(CC3CCCCCC3)C(=O)C2=O)C1=O	-0.3	.	28.9	4.0	1.6	-0.3	2.5	-4.4	-1.4	.
CC(C)c1ccc(NC(=O)C2(C)Cc3c(-c4cccc(C(N)=O)c4)ccnc3O2)cc1 (stereo unspecified)	.	.	11.6	.	0.8	-0.6	5.1	-0.7	-6.1	.

Rewritten with two lines to a compound: four of the compounds above.
Values in the order – PfHsp40 yeast | 3CLpro inhibitor | Yp Topo-I inh | PriA SSB inh | TcdB GH inh | BoNT A protease | CCHFV vOTU inh | Anthrax LF inh2 | Vc quorum ag | VHR inh abs
> O=C(CN1c2cccc3cccc(c23)S1(=O)=O)N1CCOCC1
→ -0.4 | 1.7 | 12.3 | -13.6 | . | -0.6 | -21.0 | 3.3 | -0.3 | 27.4
> CCSc1nc2c([nH]c3ccccc32)c(=O)n1C
→ -0.8 | -4.2 | -0.6 | -1.0 | -0.1 | -0.9 | 5.9 | 0.1 | -0.3 | -3.7
> O=C1NC[C@H](Cc2ccccc2)N(C[C@H]2CCCN2C[C@H](Cc2ccc(O)cc2)N2C[C@H](Cc3ccc(O)cc3)N(CC3CCCCCC3)C(=O)C2=O)C1=O
→ -0.3 | . | 28.9 | 4.0 | 1.6 | -0.3 | 2.5 | -4.4 | -1.4 | .
> CC(C)c1ccc(NC(=O)C2(C)Cc3c(-c4cccc(C(N)=O)c4)ccnc3O2)cc1 (stereo unspecified)
→ . | . | 11.6 | . | 0.8 | -0.6 | 5.1 | -0.7 | -6.1 | .
